Kir21 block: inhibitors of mouse Kir2.1 inward-rectifier potassium channel; HEK293-Kir2.1, FluxOR thallium flux fluorescence; active compounds read low; 0.85% of 310,000 active; P35561; AID 1672; B-score at 10 µM;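 active = fluorescence ratio B-score at or below minus 3 SD of library scores, with starting-brightness B-score within 2 SD, cut at about -4.2 in these data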;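 note: channel flux triggered by added potassium and thallium sulfate stimulus; B-score of peak minus minimum fluorescence over baseline after thallium stimulus; more negative B-score means stronger Kir2.1 block with less thallium influx; some compounds called inactive have numbers as strong as hits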
Target sequence (P35561 whole entry, looked up): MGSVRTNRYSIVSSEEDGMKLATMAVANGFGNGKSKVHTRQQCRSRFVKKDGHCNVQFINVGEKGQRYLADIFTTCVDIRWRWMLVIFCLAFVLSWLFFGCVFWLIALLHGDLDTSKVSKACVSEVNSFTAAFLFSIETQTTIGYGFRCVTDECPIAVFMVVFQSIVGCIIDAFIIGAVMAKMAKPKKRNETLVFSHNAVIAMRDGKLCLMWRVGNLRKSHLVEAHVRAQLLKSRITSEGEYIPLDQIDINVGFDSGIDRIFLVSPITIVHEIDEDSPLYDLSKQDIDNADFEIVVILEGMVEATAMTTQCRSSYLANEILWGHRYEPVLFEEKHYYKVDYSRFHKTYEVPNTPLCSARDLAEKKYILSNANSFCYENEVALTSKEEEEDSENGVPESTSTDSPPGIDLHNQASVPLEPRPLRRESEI
STK33 inh: blocks human STK33 kinase activity; Q9BYT3; purified STK33, MBP phosphorylation, ADP-Glo luminescence; inhibition, % at 10 µM; 0.073% of 320,000 active; AID 2661;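 active = inhibition at or above 25%, using the most active replicate where run in duplicate; inactive = inhibition below 25%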
Target sequence (Q9BYT3 whole entry, looked up): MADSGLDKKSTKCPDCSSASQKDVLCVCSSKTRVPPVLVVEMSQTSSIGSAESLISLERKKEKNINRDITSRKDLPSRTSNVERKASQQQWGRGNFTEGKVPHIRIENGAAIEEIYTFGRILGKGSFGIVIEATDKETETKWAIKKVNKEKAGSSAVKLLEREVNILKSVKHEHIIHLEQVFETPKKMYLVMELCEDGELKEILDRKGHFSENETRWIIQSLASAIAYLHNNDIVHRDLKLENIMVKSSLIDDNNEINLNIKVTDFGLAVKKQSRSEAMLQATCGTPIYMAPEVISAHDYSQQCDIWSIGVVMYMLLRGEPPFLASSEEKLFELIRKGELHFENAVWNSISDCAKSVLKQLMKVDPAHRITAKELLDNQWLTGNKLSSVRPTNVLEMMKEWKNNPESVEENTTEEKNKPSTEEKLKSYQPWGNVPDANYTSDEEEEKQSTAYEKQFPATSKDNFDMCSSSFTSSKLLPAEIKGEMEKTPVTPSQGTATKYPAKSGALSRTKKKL
KCNQ2 inh: KCNQ2 potassium channel inhibitors, primary screen, cell-based, CHO-K1, FluxOR thallium flux, B-score (AID 2156); B-score at 10 µM; O88943; 20 min; active compounds read low; 1.1% of 310,000 active;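 active = fluorescence ratio B-score at most minus 3 library SDs, with starting brightness B-score within 2 library SDs, cut at about -5.5 in these data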
* marks the source's active call; other numbers are inactive results.

The first 6 records, ahead of the listing:
What do the screens show for `COc1ccc(NC(=O)CN(C)C(=O)CCNC(=O)c2ccccc2OC)cc1`?
Kir21 block: -0.51; STK33 inh: -0.3; KCNQ2 inh: inactive

Results for Cc1ccc2c(c1)N(CCC(=O)NCC1COc3ccccc3O1)C(=O)CO2 (stereo not given) ?
Kir21 block: -3.8; STK33 inh: -1.5; KCNQ2 inh: inactive

What do the screens show for `CCCCCCCSc1nnc(N)s1`?
Kir21 block: -0.2; STK33 inh: -1.5; KCNQ2 inh: inactive

Results for O=C(Nc1nccs1)c1ccc(-c2ccc(Cl)cc2Cl)o1 ?
Kir21 block: -0.34; STK33 inh: 4.9; KCNQ2 inh: inactive

Results for COc1cc(OCC(N)=O)cc(OC)c1OC ?
Kir21 block: 1.5; STK33 inh: -0.6; KCNQ2 inh: inactive

How did O=[N+]([O-])c1ccc(C2CCCC/C2=N/O)c([N+](=O)[O-])c1 (stereo not given) do in these assays?
Kir21 block: -0.02; STK33 inh: -0.1; KCNQ2 inh: inactive

This part in full, repeating the preview:
What do the screens show for `COc1ccc(NC(=O)CN(C)C(=O)CCNC(=O)c2ccccc2OC)cc1`?
Kir21 block: -0.51; STK33 inh: -0.3; KCNQ2 inh: inactive

Results for Cc1ccc2c(c1)N(CCC(=O)NCC1COc3ccccc3O1)C(=O)CO2 (stereo not given) ?
Kir21 block: -3.8; STK33 inh: -1.5; KCNQ2 inh: inactive

What do the screens show for `CCCCCCCSc1nnc(N)s1`?
Kir21 block: -0.2; STK33 inh: -1.5; KCNQ2 inh: inactive

Results for O=C(Nc1nccs1)c1ccc(-c2ccc(Cl)cc2Cl)o1 ?
Kir21 block: -0.34; STK33 inh: 4.9; KCNQ2 inh: inactive

Results for COc1cc(OCC(N)=O)cc(OC)c1OC ?
Kir21 block: 1.5; STK33 inh: -0.6; KCNQ2 inh: inactive

How did O=[N+]([O-])c1ccc(C2CCCC/C2=N/O)c([N+](=O)[O-])c1 (stereo not given) do in these assays?
Kir21 block: -0.02; STK33 inh: -0.1; KCNQ2 inh: inactive

What do the screens show for `COc1ccc(-n2c(SCC(=O)Nc3cc(C)on3)nc3ccc(O)cc3c2=O)cc1OC`?
Kir21 block: 1.9; STK33 inh: -3.6; KCNQ2 inh: inactive

How did O=c1ccc(/C=C/c2ccccc2)nn1Cc1ccccc1Cl do in these assays?
Kir21 block: 0.02; STK33 inh: -1.2; KCNQ2 inh: inactive

Results for CCN(CC(=O)Nc1c(F)cccc1F)C(=O)c1cccc(S(=O)(=O)NCc2ccccc2)c1 ?
Kir21 block: -2; STK33 inh: -0.7; KCNQ2 inh: inactive

What do the screens show for `CCN(CC)C(=O)COc1cccc2ccccc12`?
Kir21 block: 0.82; STK33 inh: 0.7; KCNQ2 inh: inactive

What do the screens show for `CC1C(=O)N2CCCc3cc(NC(=O)c4ccccc4F)cc1c32` (stereo not given)?
Kir21 block: 1.5; STK33 inh: 0.7; KCNQ2 inh: inactive

What do the screens show for `Cc1ccc2c(c1)c(C)cc[n+]2Cc1ccccc1`?
Kir21 block: 0.68; STK33 inh: -0.4; KCNQ2 inh: inactive

What do the screens show for `O=Cc1c(NCc2ccccc2Cl)c2ccccc2[nH]c1=O`?
Kir21 block: 0.51; STK33 inh: -0.6; KCNQ2 inh: inactive

How did CCOC(=O)c1nn(-c2ccccc2)c(C(=O)OCC)c1N do in these assays?
Kir21 block: 1.6; STK33 inh: -1.4; KCNQ2 inh: inactive

How did O=C(NNC(=O)C1CCCC1)c1ccccc1F do in these assays?
Kir21 block: 0.2; STK33 inh: 0.4; KCNQ2 inh: inactive

Results for COc1ccc(OC)c(-c2cc(C3CCN(C(=O)OC(C)(C)C)CC3)[nH]n2)c1 ?
Kir21 block: 1.9; STK33 inh: -0.3; KCNQ2 inh: inactive

How did COC(=O)C(C)n1cnc2c(nnn2-c2ccc(F)cc2)c1=O (stereo not given) do in these assays?
Kir21 block: 0.33; STK33 inh: 0.5; KCNQ2 inh: inactive

How did O=C(c1ccc(Cl)cc1)N1CCN(c2cc(=O)[nH]nc2-c2ccccc2)CC1 do in these assays?
Kir21 block: 0.45; STK33 inh: -0.4; KCNQ2 inh: inactive

Results for O=C(N/N=C/c1c[nH]c2ccccc12)c1[nH]c2ccc(Br)cc2c1-c1ccccc1 ?
Kir21 block: 0.77; KCNQ2 inh: inactive

Results for O=C(NC(=S)Nc1ccc(Cl)cn1)C12CC3CC(CC(C3)C1)C2 ?
Kir21 block: 0.29; STK33 inh: -0.5; KCNQ2 inh: inactive

How did COCc1cc(=O)[nH]c(SCC(=O)N2CCOCC2)n1 do in these assays?
Kir21 block: -0.51; STK33 inh: 0.5; KCNQ2 inh: inactive

Results for O=C(CN1CCN(S(=O)(=O)c2ccc3ccccc3c2)CC1)Nc1ccc2c(c1)CCC2 ?
Kir21 block: 0.37; STK33 inh: -2.2; KCNQ2 inh: inactive

How did O=C(C1CCOCC1)N1CCC(CO)(CCc2ccccc2)CC1 do in these assays?
Kir21 block: -0.34; STK33 inh: -1.4; KCNQ2 inh: inactive

How did COc1ccc(/C=N/NC(=O)c2ccccc2O)cc1Cn1nnc2ccccc21 do in these assays?
Kir21 block: 1.9; STK33 inh: -1.6; KCNQ2 inh: inactive

What do the screens show for `CC(C)[C@H](NC(=O)N1c2ccccc2NC(=O)[C@@H]1C(C)C)C(=O)N[C@@H](Cc1ccccc1)C(=O)O`?
Kir21 block: 1.3; STK33 inh: -0.2; KCNQ2 inh: inactive

What do the screens show for `Cc1ccc(C)c(SCC(=O)OCC(=O)Nc2ncc(C(F)(F)F)cc2Cl)c1`?
Kir21 block: -0.8; STK33 inh: -1.6; KCNQ2 inh: inactive

What do the screens show for `Cc1[nH][nH]c(=O)c1C(c1ccc(O)c(Br)c1)c1c(C)[nH][nH]c1=O`?
Kir21 block: 0.13; STK33 inh: -1.2; KCNQ2 inh: inactive

What do the screens show for `CC1C(=O)OC(c2ccc(Cl)cc2)C(C)(C)C1=O` (stereo not given)?
Kir21 block: -0.78; STK33 inh: -0.8; KCNQ2 inh: inactive

What do the screens show for `CCOC(=O)CC(=O)N/N=C/c1c(N)n(C)c(=O)n(C)c1=O`?
Kir21 block: 1.3; STK33 inh: 0.4; KCNQ2 inh: inactive

What do the screens show for `COc1ccc(C(=O)COC(=O)c2ccc(N(C)C)cc2)cc1`?
Kir21 block: -0.18; STK33 inh: 1.7; KCNQ2 inh: inactive

Results for O=C(CSC(=S)N1CCCC1)c1cc(Br)cc(Br)c1O ?
Kir21 block: -0.35; STK33 inh: 0.6; KCNQ2 inh: inactive

How did Cc1cc(C)c(C)c(S(=O)(=O)N2C(=S)NC(=O)C2C(C)C)c1C (stereo not given) do in these assays?
Kir21 block: 1.7; STK33 inh: -1.4; KCNQ2 inh: inactive

What do the screens show for `Cc1ccc(S(=O)(=O)CCC(=O)OCC(=O)Nc2ncc(Cl)cc2Cl)cc1`?
Kir21 block: -0.33; STK33 inh: -3.8; KCNQ2 inh: inactive

How did O=C(NC(=S)NC1CCCC1)c1ccccc1 do in these assays?
Kir21 block: -0.03; STK33 inh: 0.5; KCNQ2 inh: inactive

Results for COC(=O)N/N=C/c1cccc(OCCSc2ccc(Cl)cc2)c1 ?
Kir21 block: 1.2; STK33 inh: -1.6; KCNQ2 inh: inactive

What do the screens show for `O=c1[nH]c2ccc(S(=O)(=O)N3CCN(Cc4ccccc4)CC3)cc2[nH]c1=O`?
Kir21 block: 0.14; STK33 inh: 0.9; KCNQ2 inh: inactive

Results for O=c1[nH]c2cccnc2c2ccsc12 ?
Kir21 block: -0.17; STK33 inh: 1.8; KCNQ2 inh: inactive

What do the screens show for `COC(=O)c1[nH]c2ccc(C)cc2c1NC(=O)CCN1CCN(C2CCCCC2)CC1`?
Kir21 block: 0.04; KCNQ2 inh: inactive

How did O=C(CNS(=O)(=O)c1ccccc1)NCc1ccco1 do in these assays?
Kir21 block: -0.09; STK33 inh: 0.4; KCNQ2 inh: inactive

What do the screens show for `COC(CNC(=O)c1cc(C(=O)c2c(-c3c(Cl)cccc3Cl)noc2C)c[nH]1)OC`?
Kir21 block: -0.73; STK33 inh: -0.2; KCNQ2 inh: inactive

What do the screens show for `Cc1cccc(N2C(=O)CC(N3CCN(Cc4ccc5c(c4)OCO5)CC3)C2=O)c1` (stereo not given)?
Kir21 block: -0.09; STK33 inh: -0.7; KCNQ2 inh: inactive

What do the screens show for `CCOC(=O)COc1nc(-c2ccc(C)cc2)cc(-c2ccco2)c1C#N`?
Kir21 block: 2.1; STK33 inh: 0.5; KCNQ2 inh: inactive

How did CC(=O)Nc1ccc(CN2CCC(n3nccc3NC(=O)CCc3ccccc3)CC2)cc1 do in these assays?
Kir21 block: -1.6; STK33 inh: -0.1; KCNQ2 inh: inactive

Results for CC(C)(Oc1ccc(Cl)cc1)C(=O)NC1CCSC1=O (stereo not given) ?
Kir21 block: -0.84; STK33 inh: -1.2; KCNQ2 inh: inactive

What do the screens show for `Cc1ccc(SCC(=O)NC(=O)NCc2ccccc2)c(C)c1`?
Kir21 block: 0.38; STK33 inh: -2.0; KCNQ2 inh: inactive

Results for CNc1c([N+](=O)[O-])cnn1-c1ccc(Cl)cc1 ?
Kir21 block: 1.2; STK33 inh: -0.6; KCNQ2 inh: inactive

How did CCn1c(CNc2ccc(OC)cc2)nnc1SCC(=O)Nc1ccc(F)cc1 do in these assays?
Kir21 block: 1.3; STK33 inh: -0.6; KCNQ2 inh: inactive

What do the screens show for `CCn1nc(NC(=O)C(C)(C)C)c2cc3cccc(C)c3nc21`?
Kir21 block: 0.09; STK33 inh: 0.1; KCNQ2 inh: inactive

How did Cc1oc2ccccc2c1CC(=O)NCCCN(C)C do in these assays?
Kir21 block: 1.2; STK33 inh: -1.5; KCNQ2 inh: inactive

Results for O=C(NCCC1=CCCCC1)C(=O)NCCc1ccc(Cl)cc1 ?
Kir21 block: -0.04; STK33 inh: 0.2; KCNQ2 inh: inactive

Results for O=C(c1ccc(C#Cc2ccccc2)o1)N1CCN(c2ccccn2)CC1 ?
Kir21 block: -0.02; STK33 inh: -0.2; KCNQ2 inh: inactive

How did CN(C)CC/C=C1/c2ccccc2COc2ccccc21 do in these assays?
Kir21 block: 0.03; STK33 inh: -1.7; KCNQ2 inh: inactive

How did Cc1ccc(CNS(=O)(=O)NCc2ccccc2)cc1 do in these assays?
Kir21 block: 0.51; STK33 inh: -0.2; KCNQ2 inh: inactive

Results for c1ccc2c(c1)C(=NCC1CCCO1)NC2=NCC1CCCO1 (stereo not given) ?
Kir21 block: 0.33; STK33 inh: 0.7; KCNQ2 inh: inactive

How did CC(=O)c1ccc(OCC(=O)Nc2c(C)nn(-c3ccccc3)c2C)cc1 do in these assays?
Kir21 block: 0.61; STK33 inh: -0.9; KCNQ2 inh: inactive

What do the screens show for `COc1ccc(CCCC(=O)NCCc2ccccc2)cc1`?
Kir21 block: -2; STK33 inh: -2.2; KCNQ2 inh: inactive

How did COC(=O)c1sc(S(=O)(=O)N2CCN(CCO)CC2)c(C(=O)OC)c1C do in these assays?
Kir21 block: 0.03; STK33 inh: 0.7; KCNQ2 inh: inactive

How did CCOC(=O)CCC(=O)Nc1ccc([N+](=O)[O-])cc1C do in these assays?
Kir21 block: 0.61; STK33 inh: -0.4; KCNQ2 inh: inactive

What do the screens show for `O=C1CSC(=S)N1`?
Kir21 block: 0.23; STK33 inh: -1.2; KCNQ2 inh: inactive

What do the screens show for `Cc1cc2[nH]c(=O)c(=O)[nH]c2cc1S(=O)(=O)N1CCN(c2ccccc2)CC1`?
Kir21 block: 0.54; STK33 inh: 1.6; KCNQ2 inh: inactive

How did C/C(=N\Nc1cccc(C(=O)O)c1)c1cc2ccccc2o1 do in these assays?
Kir21 block: 0.16; STK33 inh: -1.0; KCNQ2 inh: inactive

How did Cc1ccc(C2(C)NC(=O)N(CC(=O)NC(=O)NCCC(C)C)C2=O)cc1 (stereo not given) do in these assays?
Kir21 block: -0.11; STK33 inh: 1.2; KCNQ2 inh: inactive

What do the screens show for `Cc1cc(C)cc(NC(=O)C2CCCN2C(=O)NC2CCCCC2)c1` (stereo not given)?
Kir21 block: 0.83; STK33 inh: -0.4; KCNQ2 inh: inactive

What do the screens show for `CC(CC(=O)Nc1ccccc1)NCCCN1CCCC1=O` (stereo not given)?
Kir21 block: 0; STK33 inh: 0.3; KCNQ2 inh: inactive

How did O=Cc1ccc(OCC(=O)NC(=O)NC2CCCCC2)cc1 do in these assays?
Kir21 block: 2.9; STK33 inh: -0.1; KCNQ2 inh: inactive

What do the screens show for `COc1ccc(NC(=O)CSc2nnc(C3CC3)n2N)cc1`?
Kir21 block: -3; STK33 inh: 0.0; KCNQ2 inh: inactive

What do the screens show for `NS(=O)(=O)c1cccc(NC(=O)CC23CC4CC(C2)CC(CC(=O)Nc2cccc(S(N)(=O)=O)c2)(C4)C3)c1`?
Kir21 block: -0.41; STK33 inh: -0.1; KCNQ2 inh: inactive

What do the screens show for `Cc1onc(-c2c(Cl)cccc2Cl)c1C(=O)OCC(=O)c1ccccc1`?
Kir21 block: -0.93; STK33 inh: -0.3; KCNQ2 inh: inactive

How did Cc1ccc(C(=O)N=c2sccn2C)cc1C do in these assays?
Kir21 block: 0.1; STK33 inh: -0.7; KCNQ2 inh: inactive

Results for Cc1ccnc(NC(=O)c2cccc(S(=O)(=O)N3CCCc4ccccc43)c2)c1 ?
Kir21 block: 0.81; STK33 inh: 0.4; KCNQ2 inh: inactive

Source: PubChem BioAssay (several laboratories)
